NSD2 HMT inh = NSD2 (human) methyltransferase inhibition. NSD2 peptide methylation, AlphaScreen, 120 min. inhibition, % at 12.5 µM. actives 0.54% (n = 310,000). AID 743445; in the data active means inhibition above about 50%
Keap1-Nrf2 PPI = inhibitors of human Keap1-Nrf2 protein-protein interaction; Q14145; actives 0.15% (n = 340,000); inhibition, % at 9.4 µM; Keap1 Kelch-Nrf2 peptide fluorescence polarization, 1536-well; in the data active means inhibition above about 12%;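 further: human Keap1 Kelch domain with fluorescein labeled Nrf2 9mer peptide probe; 0% = neutral control wells and 100% = peptide positive control; higher means more block of Keap1 binding to Nrf2 peptide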
Target sequence (Q14145 whole entry, looked up, the tested form may be a part): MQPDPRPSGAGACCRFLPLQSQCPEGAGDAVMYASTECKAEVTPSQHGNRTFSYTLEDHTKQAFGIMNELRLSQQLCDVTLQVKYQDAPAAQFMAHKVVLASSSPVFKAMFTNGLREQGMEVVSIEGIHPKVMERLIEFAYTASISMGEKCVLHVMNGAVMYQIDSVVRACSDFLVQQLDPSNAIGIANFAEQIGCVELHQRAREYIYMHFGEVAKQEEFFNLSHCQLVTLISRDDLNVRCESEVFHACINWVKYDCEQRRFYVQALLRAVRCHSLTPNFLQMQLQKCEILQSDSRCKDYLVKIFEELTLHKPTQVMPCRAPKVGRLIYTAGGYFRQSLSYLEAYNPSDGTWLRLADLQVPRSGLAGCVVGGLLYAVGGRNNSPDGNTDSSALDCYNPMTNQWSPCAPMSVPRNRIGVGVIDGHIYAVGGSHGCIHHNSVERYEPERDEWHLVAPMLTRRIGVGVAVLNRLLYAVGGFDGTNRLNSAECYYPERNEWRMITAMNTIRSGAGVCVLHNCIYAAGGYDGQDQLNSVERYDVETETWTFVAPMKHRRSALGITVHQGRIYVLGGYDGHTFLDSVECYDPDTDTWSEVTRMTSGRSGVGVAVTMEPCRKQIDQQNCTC
DAGLB inh = blocks human DAGLB lipase activity. HEK293T DAGLB membrane lysate, EnzChek fluorogenic substrate. Q8NCG7. actives 0.059% (n = 340,000). inhibition, % at 5.17 µM; in the data active means inhibition above about 34%;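 further: 0% = enzyme with vehicle and 100% = wells lacking enzyme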
SR-BI uptake up = activators of SR-BI mediated HDL lipid uptake. activation, % at 12.5 µM. actives 0.096% (n = 320,000). CHO ldlA[mSR-BI] cells, DiI-HDL uptake fluorescence, 3 h; 100 = double the neutral-control signal;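 active means mean replicate activation of at least 60% and every replicate at or above 60%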;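 further: 0% = median plate neutral-control signal and 100% = twice that signal; values of inactives mirror those of a sister screen read the other way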
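System: LDL receptor-deficient CHO ldlA cells overexpressing murine SR-BI | Timing: 3 h uptake period with compound, 37 °C | Medium: HEPES-buffered (25 mM, pH 7.4) F12 plus 0.5% BSA | Dosing: Single-point compound dose | Signal: Bottom-read fluorescence, 550/595 nm | Read-out: Retained DiI signal reflecting DiI-HDL uptake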
RTF Ca sens inh = cardiac RTF calcium desensitization; P19429+P45379; AID 493244; IANBD-labeled cardiac RTF, Ca2+ fluorescence; actives 0.12% (n = 340,000); inhibition, % at 7.15 µM;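 active means inhibition above the mean inhibition of all tested compounds plus 3 SD, cut at about 17% in these data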;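 further: assay run at fixed EC70 calcium of 1.6 mM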
PKA-R2B activ = activates the human PKA-R2B holoenzyme complex. P22694+P31323. PKA-R2B holoenzyme dissociation, Cy5-IP20 fluorescence polarization; R2B truncated from residue 108, S112A mutant; 0% DMSO only, 100% 113 µM cGMP. activation, % at 11.4 µM. actives 0.079% (n = 340,000);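 active means activation above a cutoff set at the mean over all compounds plus 3 SD, cut at about 18% in these data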;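 further: higher means more holoenzyme dissociation and a rise in polarization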
C-LANA FP = KSHV C-LANA DNA binding inhibition | AID 504423 | MBP-C-LANA/FAM-LBS DNA binding, fluorescence polarization | actives 0.078% (n = 340,000) | inhibition, % at 9 µM;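 active means highest replicate inhibition at or above 60% at 9 µM, even if other replicates fall short; inactive means all replicates below 60% inhibition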;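 further: 0% = neutral control wells and 100% = 4 µM acridine orange control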
SR-BI DiI inh = mouse SR-BI HDL lipid transfer inhibition | ldlA[mSR-BI] CHO cells, DiI-HDL uptake fluorescence, 3 h | inhibition, % at 12.5 µM | AID 488896 | actives 0.96% (n = 320,000);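 active means mean replicate inhibition of at least 70% and a set share of replicates each scoring 70 or more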;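 further: 0% = median of neutral control wells and 100% = median of positive control wells; values of inactives mirror those of a sister screen read the other way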
Target sequence (Q61009 whole entry, looked up): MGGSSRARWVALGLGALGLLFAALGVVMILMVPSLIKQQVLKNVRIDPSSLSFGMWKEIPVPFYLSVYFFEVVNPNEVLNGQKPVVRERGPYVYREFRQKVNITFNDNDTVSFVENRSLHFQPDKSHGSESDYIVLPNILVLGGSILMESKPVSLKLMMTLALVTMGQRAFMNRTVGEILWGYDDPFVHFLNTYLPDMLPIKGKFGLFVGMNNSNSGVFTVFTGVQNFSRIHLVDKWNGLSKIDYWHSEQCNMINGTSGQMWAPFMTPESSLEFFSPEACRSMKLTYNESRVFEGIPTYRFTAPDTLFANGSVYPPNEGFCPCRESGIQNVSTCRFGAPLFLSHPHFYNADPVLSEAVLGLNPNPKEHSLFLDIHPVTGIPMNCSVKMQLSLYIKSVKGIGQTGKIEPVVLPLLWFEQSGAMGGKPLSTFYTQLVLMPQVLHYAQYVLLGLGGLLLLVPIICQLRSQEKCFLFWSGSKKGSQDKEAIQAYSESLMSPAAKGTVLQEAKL
Arr AP2 block = inhibitors of human beta-arrestin and AP2 interaction. inhibition, % at 10 µM. FITC-arrestin peptide / GST-AP2 beads, flow cytometry; AP2 beta2 appendage carries R879A mutation. actives 0.31% (n = 340,000);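 active means inhibition above a set limit, near 3 SD of compounds lacking own fluorescence, cut at about 54% in these data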;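 further: plate controls were DMSO wells for no effect and 5 µM unlabelled arrestin peptide for full effect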
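Measured by: flow cytometry, FL1 (488/535 nm); Material: AP2 appendage R879A on GSH beads; Evaluation: percent response; Timing: pre-incubation 12 min, peptide binding 1 h, room temperature; Also added: 50 nM FITC-arrestin peptide; Medium: PBS with 0.05% Tween 20 and 0.1% BSA.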
PvdQ acylase = blocks Pseudomonas aeruginosa PvdQ acylase activity; purified PvdQ acylase, fluorescence plate reader; actives 0.063% (n = 340,000); inhibition, % at 10 µM; in the data active means inhibition above about 30%, passing the limit was not always enough;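 further: 0% = vehicle neutral wells and 100% = reference inhibitor wells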
* = called active by the depositor; . = no result given. No enrichment for hits; about 2.1% have a hit in one of these screens.

Start of the data: the first 2 compounds, to show the layout:
SMILES	NSD2 HMT inh	Keap1-Nrf2 PPI	DAGLB inh	SR-BI uptake up	RTF Ca sens inh	PKA-R2B activ	C-LANA FP	SR-BI DiI inh	Arr AP2 block	PvdQ acylase
Cc1ccc(NC(=O)C2CCN(S(=O)(=O)c3c(C)noc3/C=C/N(C)C)CC2)cc1	0	-10	3	-23	2	-7	-1.4	23	37	4
CC(=O)CCc1oc2ccc(NC(C)=O)cc2c1-c1ccc(C)o1	15	-17	1	-24	-2	0	-0.5	24	-8	-11

The list itself, from the first entry:
SMILES	NSD2 HMT inh	Keap1-Nrf2 PPI	DAGLB inh	SR-BI uptake up	RTF Ca sens inh	PKA-R2B activ	C-LANA FP	SR-BI DiI inh	Arr AP2 block	PvdQ acylase
Cc1ccc(NC(=O)C2CCN(S(=O)(=O)c3c(C)noc3/C=C/N(C)C)CC2)cc1	0	-10	3	-23	2	-7	-1.4	23	37	4
CC(=O)CCc1oc2ccc(NC(C)=O)cc2c1-c1ccc(C)o1	15	-17	1	-24	-2	0	-0.5	24	-8	-11
N[C@@H](Cc1ccccc1)c1nnc(SC/C=C/c2ccccc2)o1	-1	-3	-4	11	7	-7	-0.6	-11	38	17
CCOc1ccc(CCNS(=O)(=O)c2ccc3c(c2)N(C(C)=O)CCO3)cc1OCC	2	2	-1	-5	3	-4	-1.2	5	10	6
CSc1sc(C)cc1C=O	1	2	2	-3	-8	1	-0.6	3	3	-11
Cc1ccc(S(=O)(=O)N(Cc2ccccc2)c2ccccc2C(=O)Nc2ccccc2C(=O)NCc2ccco2)cc1	-1	-2	-4	13	-4	-1	0.0	-13	4	-8
CCOc1ccc(S(=O)(=O)Nc2nc3ccccc3nc2-n2ccc(=NC(=O)c3ccccc3C)cc2)cc1	-1	-27	5	.	-7	0	2.0	.	0	3
O=C(CCc1ccccc1)Nc1ccnn1C1CCN(Cc2ccc(OCCO)cc2)CC1	2	-1	-2	-7	-8	0	-0.7	7	4	-5
Cc1ccccc1Cn1c(=N)n(CC(=O)c2ccco2)c2ccccc21	-3	-2	2	-8	-4	2	-2.9	8	2	-1
COc1ccccc1CCC(=O)NC1CCCN(c2ccc(C(F)(F)F)cn2)C1 (centres undefined)	-3	2	-4	19	0	-1	1.2	-19	4	-7
CCC(=O)Nc1ccc(/C(C)=N/NC(=O)c2c(-c3ccccc3Cl)noc2C)cc1	0	-1	1	-9	1	5	-0.1	9	5	-6
Cc1ccc(S(=O)(=O)/C(C#N)=C/c2c(N3CCC(C(N)=O)CC3)nc3c(C)cccn3c2=O)cc1	28	-2	2	-14	-4	0	1.2	14	-2	-5
Cc1ccc(C2(C)NC(=O)N(CC(=O)NNC(=O)c3ccccc3)C2=O)cc1 (centres undefined)	0	-10	3	13	3	5	-1.3	-13	0	-3
S=C(Nc1ccc(Cl)c(Cl)c1)N1CCCC1	-2	2	0	-5	-9	2	-0.6	5	8	-1
OC1(c2ccc(F)cc2)CCN(Cc2ccccc2)C1 (centres undefined)	2	1	1	4	-12	11	1.7	-4	5	-10
Cc1ccc2nc(-c3ccc(NC(=O)C(C)Sc4nncs4)cc3)sc2c1 (centres undefined)	-4	-4	6	-50	-11	-1	2.6	50	48	-8
O=[N+]([O-])c1ccc2nc(CN3CCCCC3)[nH]c2c1	-2	-1	-2	-6	-9	-2	-0.6	6	-8	-12
O=C1CC2(CCN(C(=O)c3cccc(F)c3)CC2)Oc2ccccc21	-3	-1	0	15	-4	-2	-0.3	-15	0	-14
CCCn1c(SCC(=O)NC2CCCC(C)C2C)n[nH]c1=O (centres undefined)	-1	4	1	24	-4	5	-0.3	-24	1	-11
COc1cc(OC)c2c(-c3cccc(-c4ccc(F)c(Cl)c4)c3)cc(=O)oc2c1	.	-2	-6	-50	-2	-11	-0.2	50	1	-14
Cc1ccc(CC(CC(=O)O)C(=O)NC2CCCCC2)cc1 (centres undefined)	2	0	-1	-13	-6	-5	-0.3	13	8	-3
Cc1ccc(S(=O)(=O)N(CCCN(C)C)Cc2ccc3c(c2)OCO3)cc1	10	5	0	10	2	0	0.6	-10	2	-4
CCc1ccc(OCC(=O)NC(NC(=S)Nc2ccccc2C)C(Cl)(Cl)Cl)cc1 (centres undefined)	1	0	-2	-32	-14	-1	-1.4	32	-1	-8
COc1ccccc1NC(=O)c1ccc(NC(=O)COC(=O)CC(NC(=O)c2ccccc2Cl)c2ccccc2)cc1 (centres undefined)	-1	-5	-1	-81	-18	-7	-2.2	81*	-3	-31
O=C(CSC1=NCCS1)Nc1cccc2ccccc12	-2	-4	-2	-1	1	8	-1.2	1	3	-15
O=C1COc2ccc(C(=O)COC(=O)c3cc(S(=O)(=O)N4CCOCC4)ccc3F)cc2N1	1	2	2	9	-1	-2	0.9	-9	23	3
CCN1C(=O)/C(=C2\Sc3ccccc3N2CC)OC1=S	0	8	-4	-6	1	14	-1.9	6	-4	9
Cc1ccc(S(=O)(=O)C2CS(=O)(=O)CC2O)cc1 (centres undefined)	-1	0	1	15	1	-10	1.4	-15	0	-1
Cc1ccc(NC(=O)COC(=O)c2c(C)nn(-c3ccccc3)c2C)cc1	0	-7	-10	.	-4	0	-2.0	-49	-11	-11
c1ccc(-c2nn3c(C4CCCCC4)nnc3s2)cc1	-3	-3	-2	-19	-1	-3	2.3	19	3	3
O=C(/C=N/O)Nc1ccc2sc3ccccc3c2c1	0	1	-3	-17	4	-1	2.2	17	-1	-20
O=C(CC1C[C@H](C(=O)N2CCCCC2)[C@@]2(CCc3ccccc3)c3[nH]c4ccccc4c3CCN2C1=O)NCCCn1ccnc1 (some centres undefined)	.	-1	3	9	0	-6	0.2	-9	-2	-6
O=C(Nc1ccccc1F)NC1CCN(Cc2nnnn2Cc2ccc(F)cc2)CC1	2	3	-1	-9	-5	9	-1.6	9	-2	-9
CN(CCOc1ccccc1)C(=O)c1cc(-c2ccco2)nc2ccccc12	0	-2	-1	19	-4	2	-0.1	-19	36	-7
COc1ccc(NCC(O)Cn2cnc3c2c(=O)n(C)c(=O)n3C)cc1 (centres undefined)	1	5	0	-16	-1	-2	0.6	16	5	-3
COCc1cc(CNC(=O)C2CCC(=O)N(Cc3cccc(OC)c3)C2)[nH]n1 (centres undefined)	-1	-1	2	23	-2	5	-0.2	-23	1	-18
O=S(=O)(c1cccs1)N1CCN(c2ccccc2F)CC1	.	-1	-2	.	-8	-16	-0.7	.	36	2
COc1ccc(CNC(=O)C2CCC(=O)N(CCCN3CCCC3=O)C2)cc1 (centres undefined)	-2	-6	2	22	-7	-5	-0.6	-22	-1	-24
Cc1ccc(NC(=O)C2CCN(C(=O)[C@@H]3Cc4ccccc4CN3)CC2)c(C)c1	-4	4	-1	7	6	-3	0.4	-7	-8	-12
Cc1ccc(NC(=O)c2ccc3nsnc3c2)c(Cl)c1	0	-2	-6	2	0	-1	-1.6	-2	28	6
Cc1cc(-c2ccccc2)nc(N/N=C/c2ccccc2)n1	-2	-5	-4	-72	2	2	1.6	72*	11	-24
O/N=C\c1ccccc1Oc1ccc(F)cc1	-7	4	1	7	-7	-19	1.8	-7	3	-2
CCN(CC)C(=O)CSc1nnc(-c2ccc(S(=O)(=O)N3CCOCC3)cc2)n1C	-2	2	-3	2	-7	-8	1.4	-2	-13	-13
CCN(C(=O)CSc1nnnn1C)C1CCCCC1	-1	-1	4	42	-3	3	0.1	-42	-15	1
Nc1nc(-c2cccnc2)nn1C(=O)COc1ccccc1	1	6	3	34	-3	-10	0.5	-34	-13	-9

Profiles from above. Screens in order: NSD2 HMT inh	Keap1-Nrf2 PPI	DAGLB inh	SR-BI uptake up	RTF Ca sens inh	PKA-R2B activ	C-LANA FP	SR-BI DiI inh	Arr AP2 block	PvdQ acylase
Shown for O=C(Nc1ccccc1F)NC1CCN(Cc2nnnn2Cc2ccc(F)cc2)CC1 → 2	3	-1	-9	-5	9	-1.6	9	-2	-9
Shown for CSc1sc(C)cc1C=O → 1	2	2	-3	-8	1	-0.6	3	3	-11

Next part
SMILES	NSD2 HMT inh	Keap1-Nrf2 PPI	DAGLB inh	SR-BI uptake up	RTF Ca sens inh	PKA-R2B activ	C-LANA FP	SR-BI DiI inh	Arr AP2 block	PvdQ acylase
CCN1C(=O)/C(=C/C=C2\C=CN(CC)c3ccccc32)SC1=S	14	-15	5	-140	-4	0	0.6	140*	16	-9
O=C(NC1CCCCCCC1)C1CCCN(S(=O)(=O)c2cnc[nH]2)C1 (centres undefined)	.	-6	-1	1	-1	-9	1.0	-1	5	-18
Cc1ccc(NC(=O)C2C3CCC(O3)C2C(=O)O)cc1C (centres undefined)	-3	2	-2	-18	4	5	-1.4	18	41	2
CC1(C)NC(=S)NC1=S	5	-4	0	14	8	3	-1.2	-14	36	-1
CC(C)(C)NC(=O)C(c1ccco1)N(Cc1ccc(F)cc1)C(=O)c1snc(C(N)=O)c1N (centres undefined)	-7	1	4	13	-8	4	-0.9	-13	9	-1
c1ccc(/N=C2\N=C(Nc3ccccn3)c3ccccc32)nc1	0	-1	-2	.	-1	-7	1.3	.	31	3
CCCCCn1c(=O)[nH]c2cc(C(=O)Nc3ccc(OC)cc3)ccc2c1=O	.	1	1	-13	8	-2	0.2	13	22	-6
Cc1ccccc1Cn1c(O)c(N=NC(=S)Nc2ccccc2F)c2ccccc21	0	-3	0	-46	-10	-6	-0.3	46	-8	-8
CCCCC1(CC)SCC(=O)NC1=O (centres undefined)	0	0	1	-2	1	-10	-1.6	2	11	-12
c1ccc2c(c1)nc(N1CCOCC1)c1c3ccccc3[nH]c21	-8	0	-3	-19	7	1	-1.1	19	5	-8
CCCCCOC(=O)C1=C(C)N(C)C(=O)NC1c1cc(Br)c(O)c(OC)c1 (centres undefined)	7	0	-2	-10	0	-5	-1.3	10	-11	-17
C=CCSc1nc(C)c(Cc2cccc3ccccc23)c(=O)[nH]1	0	-3	-1	-3	-1	-2	1.5	3	5	-12
O=C(c1ccc(-c2ccccc2Cl)o1)N1CCN(S(=O)(=O)c2cccs2)CC1	-1	.	0	4	6	-14	.	-4	-2	26
CC(=O)N1c2ccccc2-c2nc3ccccc3n2C1C (centres undefined)	36	-4	-1	-12	-4	1	-0.6	12	12	-9
N#Cc1c(Cn2cncn2)nc(=O)n(-c2ccc(Cl)cc2)c1N	1	1	-1	9	-1	1	-1.4	-9	2	0
COc1ccc(CC(=O)OCC(=O)c2ccc(OC)c(OC)c2)cc1	-5	0	-2	-8	-3	-6	1.3	8	4	-5
CN(C)c1nc(C(=O)Nc2ccccc2)nc(N(C)C)n1	0	-3	-4	1	0	11	-1.2	-1	5	-6
CCn1cc(C(=O)N2CCN(c3ccccc3OC)CC2)c2cc(OC)c(OC)cc2c1=O	2	-3	-4	.	-5	-7	-0.2	.	-2	-10
CCCCNc1nc2ccccc2nc1NS(=O)(=O)c1ccc(F)cc1	-2	-3	3	4	-12	-12	-1.2	-4	2	-15
Nc1nc(SCC(=O)NCc2ccccc2)[nH]c(=O)c1NC(=O)c1ccccc1F	-1	2	0	7	5	-4	-0.9	-7	2	14

Source: PubChem BioAssay
